Screening results as filed in PubChem.
DYRK1A inh – rat Dyrk1A kinase inhibitors, primary screen, biochemical, single point, plate reader | ADP-Glo luminescence, NFATc1 peptide | inhibition, % at 12.5 µM | Dual specificity tyrosine-phosphorylation-regulated kinase 1A (Rattus norvegicus), Q63470 | 310,000 compounds, 0.43% hits; in the data active = inhibition above about 50%;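 note: plate controls were vehicle with enzyme for no effect and no enzyme for full effect; many of its hits are not listed in these tables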
KCNK3 inh – human KCNK3 channel inhibitors, primary screen, CHO cells, FluxOR thallium flux, B-score; B-score at 10 µM; FluxOR fluorescence; active compounds read low; Potassium channel subfamily K member 3 (Homo sapiens), O14649; AID 602410, 2012; 340,000 compounds, 0.84% hits;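 active = B-score under library mean minus 4 SD, starting fluorescence ratio at most library mean plus 5 SD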;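 note: more negative B-score means stronger inhibition of thallium flux through KCNK3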
Target sequence (O14649 whole entry, looked up): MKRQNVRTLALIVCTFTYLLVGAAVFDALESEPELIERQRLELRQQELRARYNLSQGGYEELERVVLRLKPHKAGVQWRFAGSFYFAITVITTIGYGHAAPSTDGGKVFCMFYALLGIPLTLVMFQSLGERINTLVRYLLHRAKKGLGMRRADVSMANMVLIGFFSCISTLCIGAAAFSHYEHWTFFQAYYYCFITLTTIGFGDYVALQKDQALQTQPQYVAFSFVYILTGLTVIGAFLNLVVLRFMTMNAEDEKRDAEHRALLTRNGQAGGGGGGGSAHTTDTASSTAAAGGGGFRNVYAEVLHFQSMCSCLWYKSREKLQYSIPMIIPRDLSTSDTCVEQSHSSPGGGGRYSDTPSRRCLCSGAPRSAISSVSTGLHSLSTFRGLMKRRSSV
* hit, by the source's call; i = inactive. Not all compounds are listed (hit frequency here may not be typical).

Sample of the layout, 4 compounds:
SMILES	DYRK1A inh	KCNK3 inh
Nc1ccc2cc3[nH]c4cc(N)ccc4c3nc2c1	-0.4	i
Cc1occc1-c1nnc(SCC(=O)N(C)c2ccccc2)o1	2.4	i
C[C@H](CO)N1C[C@H](C)[C@@H](CN(C)S(=O)(=O)c2ccccc2)Oc2c(NC(=O)Nc3ccccc3)cccc2C1=O	-0.7	i
O=C(NN=Cc1ccc2c(c1)OCO2)c1ccccc1	4.9	i

All compounds of this part (from the top)
SMILES	DYRK1A inh	KCNK3 inh
Nc1ccc2cc3[nH]c4cc(N)ccc4c3nc2c1	-0.4	i
Cc1occc1-c1nnc(SCC(=O)N(C)c2ccccc2)o1	2.4	i
C[C@H](CO)N1C[C@H](C)[C@@H](CN(C)S(=O)(=O)c2ccccc2)Oc2c(NC(=O)Nc3ccccc3)cccc2C1=O	-0.7	i
O=C(NN=Cc1ccc2c(c1)OCO2)c1ccccc1	4.9	i
O=C(O)c1cc2c(cc1NC(=O)C1CCCC1)OCCO2	7.1	i
O=c1c(O)c(-c2ccc(O)c(O)c2)oc2cc(O)ccc12	87.7*	i
COc1ccc(C2=CCCCCC2)c(OC)c1OC	0.8	i
CCOC(=O)c1c(C)[nH]c(C(=O)C(C)OC(=O)c2cnc(C)cn2)c1C (stereo not given)	0.1	i
CN(Cc1ccccc1)C(=O)c1ccc(NC(=O)Cc2ccc(NC(=O)C3CCCN(C(=O)C4CCC4)C3)cc2)cc1 (stereo not given)	5.1	i
Cc1ccc(OC(=O)CCC(=O)Oc2ccc(C)cc2C)c(C)c1	-6.2	i
CCCCn1c(N)c(N(CCOC)C(=O)c2ccc(N3C(=O)c4ccccc4C3=O)cc2)c(=O)[nH]c1=O	13.1	i
CCc1ccccc1NC(=O)CN1CCN(C(=O)CN2C(=O)NC3(CCCC3)C2=O)CC1	3.3	i
Oc1ccc(C=NN=C2c3ccccc3-c3ccccc32)c(O)c1	2.5	-8.78*
O=C1[C@@H](Oc2ccccc2)[C@@H](c2ccccc2)N1c1cccnc1	0.9	i
CCCN(CC(=O)Nc1ccccc1C)C(=O)c1cnc(C)cn1	-2.0	i
CC(C)C[C@@H](CN1CCC[C@@H]1CN1C(=O)C(=O)NC[C@@H]1Cc1ccccc1)N1C[C@H](Cc2ccc(O)cc2)N(CCc2ccccc2)C(=O)C1=O	0.2	i
COc1cccc(Nc2ncccc2C(=O)NCc2ccccc2)c1	7.5	i
NC(=O)c1cc(S(=O)(=O)N2CCOCC2)ccc1Sc1ccccc1N	2.8	i
C=CCn1c2ccccc2c2nnc(SCC(=O)Nc3c(C)n(C)n(-c4ccccc4)c3=O)nc21	2.3	i
O=C1C2CCCN2C(=O)N1CCN1CCN(c2cccc(C(F)(F)F)c2)CC1 (stereo not given)	-4.2	i
CCCc1nnc(NS(=O)(=O)c2ccc(C)cc2)o1	-6.9	i
CC(=O)OCC(=O)C1(O)CCC2C3CC(C)C4=CC(=O)CCC4(C)C3C(O)CC21C (stereo not given)	1.2	i
COc1ccc2[nH]c3c(c2c1)CCN1C(=O)C(CC(=O)NCCCn2ccnc2)C[C@H](C(=O)N2CCCCC2)[C@@]31C (stereo not given in full)	-0.6	i
CC(C)Oc1ccc(S(=O)(=O)N2CCOCC2)cc1NC(=O)C1COc2ccccc2O1 (stereo not given)	-2.4	i
Cc1ccc(-c2ccc(/C=C(\C#N)C(N)=S)o2)c([N+](=O)[O-])c1	-0.2	i

Quoted from the listing:
DYRK1A inh with Nc1ccc2cc3[nH]c4cc(N)ccc4c3nc2c1 = -0.4
DYRK1A inh with NC(=O)c1cc(S(=O)(=O)N2CCOCC2)ccc1Sc1ccccc1N = 2.8

Continuation:
SMILES	DYRK1A inh	KCNK3 inh
CC(C)C(OC(=O)C1=Cc2ccccc2OC1)C(=O)NCC1CCCO1 (stereo not given)	2.1	i
CCCCN1CC(COCc2ccccc2)Oc2cccc(F)c2S1(=O)=O (stereo not given)	-0.4	i
O=C1CC(NNc2ccccc2)C(=O)N1c1ccc(N2CCCCC2)cc1 (stereo not given)	-1.5	i
CN(Cc1ccccc1)C(=O)c1cccc(NC(=O)Cc2ccc(NC(=O)C3CCN(S(=O)(=O)c4cccc([N+](=O)[O-])c4)CC3)cc2)c1	1.0	i
O=C1NC(=O)c2c(Br)c(Br)c(Br)c(Br)c21	7.7	i
CN1C[C@@H]2[C@@H]3C(=O)N(Cc4ccccc4)C(=O)[C@@H]3[C@](C)(C1=O)N2C(=O)c1ccc(F)cc1	4.1	i
O=C1OCCC1(c1ccccc1)c1ccccc1	-13.1	i
CC1=C(O)C(=O)C(C2=C(O)C(=O)C(C)=C(O)C2=O)=C(O)C1=O	4.0	i
OCC1(CO)CC2(C1)CC(CO)(CO)C2	-2.4	i
Cc1ccc(C(CC(=O)O)NC(=O)c2ccc(S(=O)(=O)N3CCCC3)cc2)cc1 (stereo not given)	3.2	i
Cc1ccc(S(=O)(=O)N2CCOCC2)cc1C(=O)Nc1cc(S(=O)(=O)N2CCCCC2)ccc1O	-4.2	i
CCc1ccccc1OCC(=O)Nc1ccc(F)c(S(=O)(=O)N2CCOCC2)c1	-5.6	i
COc1cc2oc(=O)cc(-c3ccc(-c4ccc(C(F)(F)F)cc4)cc3)c2c(OC)c1OC	-3.6	i
COC(=O)c1sc(S(=O)(=O)Oc2ccccc2NC(C)=O)c(C(=O)OC)c1C	-2.2	i
O=C(N[C@@H]1c2ccccc2CC[C@@H]1OCc1ccccc1)c1ccc(C(F)(F)F)cc1	-3.9	i
CC(=O)N(O)CCCCCNC(=O)CCC(=O)N(O)CCCCCNC(=O)CCC(=O)N(O)CCCCCNC(=O)CCC(=O)O	-3.2	i
CCc1noc(C)c1C(=O)N(CC(C)C)c1c(N)n(Cc2ccccc2)c(=O)[nH]c1=O	-0.3	i
O=C(c1cccc(NS(=O)(=O)c2ccc(F)c(F)c2)c1)N1CCCCC1	-4.7	i
COc1ccccc1NC(=O)COC(=O)COc1ccccc1F	2.1	i
CCOC(=O)C1CCCN(C(=O)C2COc3ccccc3O2)C1 (stereo not given)	-4.3	i
COCc1c(C(=O)N(C)Cc2ccccc2N2CCCC2)oc2ccccc12	7.3	i
Cc1ccc(NS(=O)(=O)c2ccccc2)c(NS(=O)(=O)c2ccccc2)c1	3.3	i
Cc1ccc(NC(=O)COC(=O)Cn2cnc3c2c(=O)n(C)c(=O)n3C)cc1F	-3.0	i
Cc1ccccc1Cn1c2ccccc2c2cnn(CC(=O)N3CCN(c4ccccc4)CC3)c(=O)c21	-9.3	i
O=C1C=CC(=Nc2cccc3c2C(=O)c2ccccc2-3)O1	35.0	i
SMILES	DYRK1A inh	KCNK3 inh
COC(=O)c1cc(C)c(C)cc1NC1OC(CO)C(O)C1O (stereo not given)	6.5	i
CCC(C(=O)NC1CCCC1)n1c2ccccc2c2nc(=O)cc(C)n21 (stereo not given)	-0.5	i
Cc1ccc(CCNc2ncnc(Cl)c2N)cc1	5.1	i
CCN(CC)C(=O)[C@H]1C[C@H](CC(=O)NCCN2CCOCC2)C(=O)N2CCc3c([nH]c4cc(-c5ccco5)ccc34)[C@]12C	-0.6	i
Cc1cccc(NS(=O)(=O)c2cccc(C(=O)NCC(c3ccc(F)cc3)N3CCOCC3)c2)c1 (stereo not given)	2.3	i
CCCCCn1cnnc1SCC(=O)c1c(N)n(C2CC2)c(=O)[nH]c1=O	-7.9	i
COc1ccc(C(C#N)=Cc2ccc(NC(C)=O)cc2)cc1	-4.0	i
Nc1nc(=S)c2ncn(C3CCCCC3)c2[nH]1	-6.8	i
O=C(NCc1ccccc1)C1CCCN(C(=O)c2ccc(F)cc2)C1 (stereo not given)	0.8	i
CCN1C(=O)[C@H]2[C@H]3CN=C(SCc4ccc(Cl)cc4)N3[C@@](Cc3ccccc3)(C(=O)OC)[C@H]2C1=O	0.2	i
O=C(CCC1CCCCC1)Nc1cc(Cl)ccc1N1CCOCC1	4.4	-9.02*
O=[N+]([O-])c1ccc(C=NNc2ccc(S(=O)(=O)O)cc2)cc1	6.5	i
CCN1C[C@@H]2[C@@H]3C(=O)N(Cc4ccccc4)C(=O)[C@@H]3[C@](C)(C1=O)N2C(=O)c1ccccc1	-8.1	i
COc1cc(C2c3cc4c(cc3OC(NNC(N)=S)C2C)OCO4)cc(OC)c1OC (stereo not given)	-6.9	i
C[C@H](NS(=O)(=O)c1ccc2c(c1)OCCCO2)C(=O)N1CCN(Cc2ccccc2)CC1	10.6	i
Cn1ncc2c(=O)[nH]nnc21	-0.2	i
COc1ccccc1S(=O)(=O)NCc1ccc(C(=O)NC2CCC(O)CC2)cc1 (stereo not given)	-1.1	i
Cn1cccc1C(=O)NCC1COc2ccccc2O1 (stereo not given)	-0.6	i
O=C(CCS(=O)(=O)c1cc(Br)cc2c1N(C(=O)C1CC1)CC2)NCc1ccco1	0.8	i
CCOC(=O)c1nn(C)c(=S)n(C)c1=O	-5.5	i
CCCn1c(/C=N/Nc2nc3ccccc3[nH]2)nc2ccccc21	-4.6	i
O=C(Nc1ccc(Cl)cc1F)C1CCCN(C2=NS(=O)(=O)c3ccccc32)C1 (stereo not given)	8.1	i
CC(=O)NC12CC3CC(C1)CC(C(=O)Nc1cccc(S(=O)(=O)N4CCCCCC4)c1)(C3)C2	-0.7	i
COc1cc(C(=O)NCCOc2ccc(Cl)cc2)ccc1OCc1c(C)noc1C	2.6	i
O=C(CC1Sc2ccccc2NC1=O)NNc1ccc(Cl)cc1Cl (stereo not given)	-5.5	i
SMILES	DYRK1A inh	KCNK3 inh
COC(=O)c1ccc(NCc2cc(O)ccc2O)cc1O	8.2	i
CCOC(=O)N1CCC(NC(=O)c2cc3c(-c4ccc(Cl)cc4)nn(C)c3s2)CC1	-2.4	i
Cc1nc2c(nc1C)C(=O)c1ccccc1C2=O	-0.4	i
O=C(COC(=O)Cc1ccc(Cl)cc1)NCc1ccc2c(c1)OCO2	2.9	i
CCN(CC)CCn1c2ccccc2c(=O)c2c(O)ccc(O)c21	84.8*	i
COc1cc(OC)c2c(-c3ccccc3)cc(=O)oc2c1C(CCN1CCOCC1)c1ccc2c(c1)OCO2 (stereo not given)	-0.1	i
Cc1ccc2c(Cl)cc(Cl)c(O)c2n1	-4.5	i
CCC1(CC)C(=O)NC(=S)N=C1N	-4.0	i
O=C1C(Cl)=C(NCc2ccco2)C(=O)c2ccccc21	6.5	i
Cn1c(O)c(N=NC(=O)Cc2c[nH]c3ccccc23)c2ccccc21	3.8	i
COC(=O)C1CN(Cc2ccccc2)C(=O)C1=O (stereo not given)	0.5	i
CCn1c(=S)[nH]c2c(=O)n(C)c(=O)n(C)c21	5.0	i
Cc1ccccc1-c1ccccc1CN1[C@@H](C(C)C)COCCS1(=O)=O	2.0	i
Cc1ccnn1-c1ccc(C(=O)OCC(=O)Nc2ccc(F)cc2)cc1	-2.5	i
O=C(CSc1nc(-c2ccc(F)cc2)nc2c1Cc1ccccc1O2)Nc1ccc(C(=O)O)cc1	8.9	i
Cc1cccc(NC(=O)c2cc(S(=O)(=O)N3CCCCC3)ccc2Cl)n1	3.2	i
CCN(CC)C(=O)Cn1cc([N+](=O)[O-])cc1[N+](=O)[O-]	-1.1	i
COc1ccc(C(C(=O)NC(C)(C)C)N(C[C@H]2CC[C@@H]([C@@H]3CC[C@H](CO)O3)O2)C(=O)c2ccccc2)cc1 (stereo not given in full)	0.4	i
CN(C(=O)c1ccc(NC(=O)Cc2cccc(NC(=O)C3CCCN(C(=O)C4CCC4)C3)c2)cc1)C1CC1 (stereo not given)	-1.3	i
COc1ccccc1[C@@H]1C(c2cccc(C)c2)=NN(c2ccc(Br)cc2)[C@H]1C(=O)N1CCOC1=O	2.8	i
CC(C)CCOc1ccc(/C=C2\CCn3c2nc2cc(C(=O)O)ccc2c3=O)cc1	-9.1	i
C=CCOc1ccc2c(c1)CCC1C2CCC2(C)C(O)C(O)CC12 (stereo not given)	0.8	i
C[C@@H]1ON(C)[C@H]2C[C@H]3c4cc(N5CCOCC5)ccc4CCN3C(=O)[C@@H]12	-4.0	i
CC1(C)CC(NC(=O)c2cccc(S(=O)(=O)Nc3cccc(Cl)c3)c2)CC(C)(C)N1	-2.0	i
CC(C1=C(CCN(C)C)Cc2ccccc21)c1ccccn1 (stereo not given)	-2.1	i

Single records, from the list above:
Cc1ccnn1-c1ccc(C(=O)OCC(=O)Nc2ccc(F)cc2)cc1 in the list: DYRK1A inh = -2.5; KCNK3 inh = i
O=C(COC(=O)Cc1ccc(Cl)cc1)NCc1ccc2c(c1)OCO2 in the list: DYRK1A inh = 2.9; KCNK3 inh = i

Carrying on.
SMILES	DYRK1A inh	KCNK3 inh
O=C(COC(=O)CCC1CCCC1)Nc1cc(S(=O)(=O)N2CCOCC2)ccc1Cl	-4.8	i
Cc1c[n+](C)ccc1CC1C([N+](=O)[O-])=C[N-]c2ncnn21 (stereo not given)	12.0	i
COc1ccc(NC(=O)CSc2n[nH]c(=O)n2C2CC2)cc1Cl	2.2	i
CCC(C)Sc1cc(-c2nc3ccc(Cl)cn3c2NC2CCCCC2)ccc1OC (stereo not given)	2.3	i
CCCc1cc(=O)[nH]c(SCC(=O)Nc2sccc2C#N)n1	13.4	i
O=C(CNC(=O)c1ccccc1)OCN1C(=O)c2ccccc2C1=O	-5.5	i
O=C(OCC(O)C(O)C(O)COC(=O)c1ccccc1)c1ccccc1 (stereo not given)	8.1	i
COc1cc(O)c(C(=O)CC(=O)c2ccncc2)c(OC)c1	1.9	i
CSc1nc(N)nc2c1ncn2CC(=O)NCC(c1ccccc1)c1ccccc1	-0.8	i
O=C1c2cc(Cl)ccc2-c2c(O)cc(Cl)cc21	8.2	i
O=C1c2ccccc2C(=O)N1CCCc1cn(C[C@H]2CC[C@H](Cn3cc(CCCN4C(=O)c5ccccc5C4=O)nn3)O2)nn1	1.3	i
O=C(O)c1cccc2c1C(=O)N(c1ccc3c(c1)Cc1ccccc1-3)C2=O	6.6	i
